B2AR arrestin: qHTS assay of beta-arrestin-biased ligands of beta2-adrenergic receptor; AID 492947, 2010; beta-arrestin recruitment to beta2AR, cell-based reporter; Potency, µM (doses to about 46.1 µM), inactives show top-dose activation, actives largely listed as activators; Beta-2 adrenergic receptor (Homo sapiens), P07550; 330,000 compounds, 0.02% hits;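 further: potency means the concentration at half of the fitted maximal effect; 0% = DMSO controls and full agonism = EC100 isoproterenol or metaproterenol; nearly all actives have a fitted effect of over 65% in size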
A-T KAP1 phos: qHTS Assay for Identifying a Potential Treatment of Ataxia-Telangiectasia | […] A-T fibroblasts, KAP-1 phosphorylation AlphaLISA; neocarzinostatin DNA damage 30 min before lysis | 320,000 compounds, 0.19% hits | Potency, µM (doses to about 57.5 µM), inactives show at the highest dose activation, actives largely listed as activators; further: potency means the concentration at half of the fitted maximal effect; % of control where 0% means no effect; nearly all actives have a fitted effect of over 45% in size
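ATM-like activity read as KAP-1 phosphorylation via AlphaLISA donor/acceptor antibody pairs after lysis and 6 hr at 25C. Cells were ATM-null patient fibroblasts ([…], hTERT), dosed 60 min, then exposed to the DSB inducer NCS for 30 min.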
p53 reactivator: qHTS assay for re-activators of p53 using a Luc reporter; H1299 p53-A138V BP100-luciferase reporter, luminescence, 24 h; Potency, µM (highest dose often 92.2 µM), inactives show at the top dose activity change, positive = activation, usual class: activators; 320,000 compounds, 0.063% hits; AID 504706, 2011; further: potency means the concentration at half of the fitted maximal effect; % of control where 0% means no effect; nearly all actives have a fitted effect of over 45% in size
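H1299 (p53-null), stable ts p53-A138V + BP100-Luc; 1000 cells/well, Opti-MEM/10% FBS; cpd 4 pt, 1:5; 24 h, 37 deg C, 5% CO2; detection reagent 10 min RT; luminescence.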
ELG1 DNA repair: qHTS screen for small molecules that inhibit ELG1-dependent DNA repair in human embryonic kidney (HEK293T) cells expressing luciferase-tagged ELG1. HEK293T ELG1-luciferase reporter, luminescence, 16 h; DNA damage induced by 5-fluorouridine. Potency, µM (titrated, usually from 46.1 µM), for the others: at the top dose activity change, negative = inhibition, hits mostly inhibitors. 330,000 compounds, 2.3% hits. AID 504467, 2011; further: potency means the concentration at half of the fitted maximal effect; on the % scale 0 is the no-effect control and ±100 the full control effect; nearly all actives have a fitted effect of over 55% in size
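Luminescence from the luciferase reporter, measured 30 min after ONE-Glo reagent at room temperature, was the read-out. Beforehand, 2,000 cells per well were exposed for 16 hr at 37 °C to 5-fluorouridine together with compound or vehicle.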
BRCA1 expr act: qHTS Assay to Identify Small Molecule Activators of BRCA1 Expression. MCF7-BRCA1-FFLuc reporter, luminescence, 48 h; response scale: scaled: vehicle 0%, 10 µM genistein 100%. Potency, µM (titrated, usually from 46.1 µM), for the others: at the highest dose activation, hits mostly activators. 380,000 compounds, 1.1% hits. AID 624202, 2012; further: potency means the concentration at half of the fitted maximal effect; nearly all actives have a fitted effect of over 80% in size; some results filed as inactive show a strong effect at the top dose
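Using MCF7 cells harboring a BRCA1 firefly luciferase reporter, plated 2 h before compound pinning, the screen measured luminescence after 48 h incubation. Responses were normalized to DMSO and 10 microM genistein, then fitted for concentration-effect.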
PTAP TSG101 blk: qHTS Assay for Iinhibitors of HIV-1 Budding by Blocking the Interaction of PTAP/TSG101. Fluorescence polarization, FITC-PTAP peptide / Tsg101 binding. 340,000 tested, under 10 active. Potency, µM (top dose mostly 115 µM), inactives show at the top dose activity change, negative = inhibition, hits mostly inhibitors; active means well fitted inhibition curve with a large enough effect in the main read-out, with a control signal flat, not every such curve was filed as active; inconclusive means small, poorly fitted or top-dose-only effect, or effect the other way, or a change in a side signal; inactive means no such curve, though single readings can be large or run the other way; further: potency means the concentration at half of the fitted maximal effect; % of control where 0% means no effect
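Compounds were pin-transferred onto Tsg101 binding domain (10 uM final) in HEPES pH 7.5 buffer, then FITC-PTAP peptide was added at 50 nM final. After 20 min at RT, polarization reported peptide displacement across a qHTS concentration series.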
a7 integrin act: qHTS for Activators of Integrin-Mediated Alleviation for Muscular Dystrophy | 350,000 compounds, 0.064% hits | Potency, µM (series often up to 38.3 µM), without a hit: at the top dose activation, usual class: activators | alpha7betagal myoblasts, beta-gal FDG fluorescence, 48 h;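 further: potency means the concentration at half of the fitted maximal effect; 100% = response of the positive control SU9516; nearly all actives have a fitted effect of over 60% in size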
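Alpha7betagal+/- myoblasts (passage 13) were plated 16-24 hr, then exposed to compounds (1:260 dilution of DMSO stock) for 48 hours at 37C. After MPER lysis, β-galactosidase reporter activity was read as FDG fluorescence (ex 480/em 540) after 30 minutes.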
TCR activator: Activators of T cell receptors: qHTS campaign | primary human leukocytes, anti-CD3, IL-2 HTRF, 48 h | 330,000 tested, under 10 active | Potency, µM (titrated, usually from 9.22 µM), without a hit: at the highest dose activation of IL-2 secretion, most hits filed as activators; further: % of control where 0% means no effect
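Using a-CD3 beads without co-stimulation, primary human leukocytes were exposed to compounds for 48 hr. An HTRF IL-2 kit measured the cytokine, with europium-to-d2 energy transfer producing emission at 665nm upon 320nm excitation.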
MLL CXXC-DNA inh: qHTS Fluorescence Polarization Assay for Inhibitors of MLL CXXC domain - DNA interaction. MLL-CXXC / FITC-HOXA9 DNA fluorescence polarization. 290,000 compounds, 0.037% hits. AID 2662, 2010. Histone-lysine N-methyltransferase 2A (Homo sapiens), Q03164. Potency, µM (doses to about 115 µM), for the others: at the highest dose activity change, negative = inhibition, most hits filed as inhibitors; active means well fitted inhibition curve with a large enough effect in the polarisation, with a control signal flat, not every such curve was filed as active; inconclusive means small, poorly fitted or top-dose-only effect, or effect the other way, or a change in a side signal; inactive means no such curve, though single readings can be large or run the other way; the % refers to the polarisation; further: potency means the concentration at half of the fitted maximal effect
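Steps: dispense CXXC domain solution (7 uM) → pin compounds or unlabeled HOX-A9 DNA control → 5 min ambient → add FLSN-HOX-A9 solution (50 nM) → spin → 30 min ambient → fluorescence polarization. Tris pH 7.5/NaCl/DTT/BSA buffer.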
TRPV1 ag: HTS Assay for Compounds that Act as Agonists of the Vanilloid Receptor 1 | Transient receptor potential cation channel subfamily V member 1 (Homo sapiens), Q8NER1 | TRPV1-expressing cells, Fluo-8 calcium influx, agonist mode | activation, % at 8.33 µM | 320,000 compounds, 0.19% hits; in the data active means activation above about 80%; inconclusive means between about 30% and that limit; further: 0% is about no effect
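TRPV1-expressing cells were cultured overnight at 35.5C and loaded with Fluo-8 calcium dye for 40 to 90 min at room temperature. After a 10 s baseline, compound was added and calcium influx was read kinetically for 3 min (ex 480/em 520 nm).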
An asterisk follows results filed as active; ? = inconclusive; / = no result given; [ ] = dose if it differs, or a comment. Unless noted, the call rests on the fitted dose curve; in most records, active means well fitted curve in the direction sought with a large enough effect; inconclusive means small, poorly fitted or top-dose-only effect, or another doubt; inactive means no such curve, though single readings can be large; an effect the other way counts as inactive or inconclusive.

entry	molecule	B2AR arrestin	A-T KAP1 phos	p53 reactivator	ELG1 DNA repair	BRCA1 expr act	PTAP TSG101 blk	a7 integrin act	TCR activator	MLL CXXC-DNA inh	TRPV1 ag
1	COc1ccc(C(=O)C2CCCN(C(=O)c3cccc(Cl)c3F)C2)cc1OC (configuration not stated)	0.1%	4%	-10%	?	-36%	-4%	-5%	4%	3%	13
2	CS(=O)(=O)c1ccc2nc(NC(=O)C3CC(=O)N(c4ccccc4)C3)sc2c1 (configuration not stated)	-0.3%	-4%	0%	-5%	-6%	-4%	?	3%	12%	-2
3	O=C(Cc1cc(=O)[nH][nH]1)N/N=C/c1c(F)cccc1Cl	0.0%	0%	4%	0%	18%	-7%	?	1%	-16%	2
4	CCOC(=O)c1cn(CC(=O)Nc2cccc(Cl)c2)nn1	0.2%	4%	-4%	8%	-4%	-5%	14%	-4%	-3%	3
5	O=C(c1ccc(F)cc1)C(CN1CCOCC1)c1ccccc1 (configuration not stated)	-0.2%	40µM*	-29%	?	-83%	-3%	-15%	-34%	8%	1
6	Cc1cc(NC(c2cccnc2)c2ccc3cccnc3c2O)no1 (configuration not stated)	-0.4%	-5%	?	?	-68%	-2%	-15%	-3%	?	0
7	O=C(Nc1cccnc1)c1cc(-c2ccc3c(c2)OCO3)on1	-0.9%	1%	?	?	-1%	-3%	-28%[7.66 µM]	/	-9%	2
8	O=C(CCN1CCCCC1)Nc1ccccc1	-0.3%	0%	1%	7%	8%	-5%	-11%	-3%	2%	-1
9	COc1ccc(-c2nn(-c3ccccc3)cc2/C=C\C(=O)N2CCOCC2)cc1[N+](=O)[O-]	-0.1%	-3%	-4%	?	2%	-1%	-17%	-2%	-12%	?
10	COc1cccc(-c2nc(CS(=O)CC(=O)NC3CCCC3)c(C)o2)c1 (configuration not stated)	0.4%	21%	5%	-3%	-2%	-6%	8%	-3%	5%	3
11	O=S(=O)(c1ccc(NCc2ccc(F)cc2)nc1)N1CCCC1	0.4%	1%	4%	-3%	-18%	-1%	19%	8%	13%	7
12	Cc1ccc(N2CC(C(=O)Nc3nccs3)CC2=O)cc1 (configuration not stated)	-0.1%	4%	1%	-1%	2%	0%	-16%[7.66 µM]	/	-8%	3
13	CC(C)Oc1ccc(NC(=O)CCC(=O)O)cc1	0.1%	2%	-4%	16%	5%	0%	-2%	-7%	13%	0
14	O=C(CSc1ccc2ccccc2c1)NCc1cccs1	-0.2%	-8%	25%	7%	22%	0%	13%	-1%[46.1 µM]	-2%	?
15	CC(C)(Cc1ccc(O)cc1)NC(=O)CC(=O)N=Nc1c(O)[nH]c2ccc(Br)cc12	0.4%	-3%	-1%	-14%	-56%	-10%	-2%	6%	-3%	-2
16	CCCCN(C)c1nc(-c2ccco2)c2c(c1C#N)CC(C)(C)OC2	2.9%	?	-7%	-20%	-42%	-5%	-11%	-1%	-14%	/
17	COc1ccc(/C=C/c2cc[n+](C(=O)Cc3ccccc3)cc2)cc1	-0.3%	2%	0%	?	-62%	-4%	-64%[inhibitor]	-4%	1%	1
18	COc1ccc(C(=O)N2CCC(n3c(C)nc4cc(F)ccc43)CC2)cc1	0.0%	-2%	1%	?	-6%	-1%	0%	-5%	-5%	-2
19	CCOC(=O)C1CCCN(S(=O)(=O)c2cc3c(cc2Cl)NC(=O)CO3)C1 (configuration not stated)	-0.7%	17%	6%	0%	8%	-5%	0%	9%	/	0
20	COc1ccccc1/C=C1\SC(=O)N(CCC(=O)NNC(=O)c2ccccc2Cl)C1=O	0.1%	/	20%	0%	0%	0%	17%	-29%	27%	-2
21	CS(=O)(=O)c1ccc(C(=O)Nc2ccc(S(=O)(=O)N3CCCCC3)cc2)cc1	-0.4%	11%	0%	-4%	-45%	-1%	9%	4%	/	?
22	CCn1c(NC(=O)C2CCCCC2)nc2ccccc21	?	/	18%	5%	5%	-2%	-17%	-3%[46.1 µM]	1%	29
23	CN(Cc1ccccc1)c1oc(-c2ccco2)nc1C#N	-0.1%	-7%	-2%	7%	-7%	-1%	-15%	-1%	5%	-2
24	CC(c1ccccc1)c1nnc(NC(=O)Nc2ccccc2)s1 (configuration not stated)	-0.1%	5%	/	0%	14%	-5%	33%	-3%	6%	0
25	Cn1c(O)c(N=NC(=O)CNC(=O)c2cccnc2)c2ccccc21	0.2%	-1%	-1%	23%	0%	-3%	-30%	-1%	8%	-1
26	COc1ccc(C(=O)Nc2ccc(N3CCN(C(=O)c4ccccc4C)CC3)cc2)cc1	-0.5%	3%	-42%[inhibitor]	?	-33%	-4%	5%	-2%	-5%	2
27	CCC(=O)NN1CCN(c2ccncc2S(=O)(=O)N2CCCCC2)CC1	0.2%	0%	8%	-2%	-9%	-5%	5%	-3%	0%	2
28	Cc1ccc(S(=O)(=O)NC(=O)NCC2CCN(S(=O)(=O)c3ccccc3)CC2)cc1	-0.1%	-2%	-13%	2%	-13%	2%	2%	5%	0%	0
29	C[C@@H](C(=O)Nc1ccc2ccccc2c1)[C@@H]1C[C@@]1(C)[C@@H](NC(=O)c1ccccc1)c1ccccc1	-1.5%	-14%	8%	9%	-9%	-1%	4%	-10%	20%	9
30	NC(=O)COC(=O)c1ccccc1OCc1ccc(Cl)cc1	-0.1%	-2%	-1%	-12%	6%	-7%	-16%	-1%	-3%	4
31	Nc1nnc(Cc2c[nH]c3ccccc23)s1	-0.3%	1%	-2%	7%	1%	-4%	-5%	7%	14%	0
32	CCN=C(Nc1cccc(F)c1)SC1CC(=O)N(c2ccc(OC)cc2)C1=O (configuration not stated)	-0.3%	-6%	0%	-25%	-12%	?	15%	-15%	9%	/
33	CCNC(=O)CSc1nc(-c2ccccc2)cs1	-0.3%	-3%	18%	?	?	-2%	29%	-3%	3%	4
34	CCCn1c(C)cc(C(=O)CSc2nnc3n(CCC)c(=O)c4ccccc4n23)c1C	-0.2%	-2%	-4%	7%	/	/	/	/	5%	-7
35	COc1ccc(OCc2nnc(SCC(=O)N3C(C)CCCC3C)o2)cc1 (configuration not stated)	-0.2%	1%	-4%	?	-3%	-3%	-9%	-1%	-14%	0
36	N=C1/C(=C/c2cccn2Cc2ccc(F)cc2)C(=O)N=C2SC=CN12	0.1%	1%	0%	0%	-5%	0%	2%	-2%	11%	21
37	CCOC(=O)C1CCN(S(=O)(=O)c2c(Cl)ccc3nonc23)CC1	-0.9%	13%	-41%[inhibitor]	?	/	/	/	/	69%[activator]	-5
38	O=C(CNC(=O)C1CCCCC1)NC1=NCCS1	0.0%	-8%	-5%	0%	-29%	-2%	11%	-8%	0%	-1
39	COCCN(C(=O)COC(=O)c1cnc(C)cn1)c1c(N)n(Cc2ccccc2)c(=O)[nH]c1=O	-0.2%	-9%	0%	2%	2%	-2%	11%	-1%	/	2
40	CCOC(=O)C1CCN(C(=O)c2cccs2)CC1	-0.1%	-4%[11.5 µM]	-1%	0%	14%	-1%	6%	-1%	-3%	0
41	Cc1cccc(C(=O)NC(=S)Nc2ccc(S(=O)(=O)N3CCN(C)CC3)cc2)c1	-0.2%	-4%	14%	12%	-21%	-2%	-4%	1%	15%	2
42	Cc1ccc(CNC(=O)c2cc3c(=O)n(C)c4ccccc4c3n2C)o1	0.1%	5%	6%	-21%	-11%	1%	-34%	0%	19%	-3
43	CCOC(=O)CSc1nc2ccc(N3CCOCC3)cc2c(=O)n1Cc1ccccc1	0.1%	/	1%	?	-2%[1.84 µM]	2%	-29%	-4%	-5%	?
44	COc1ccc(/C=C2\Oc3cc(OCC(N)=O)ccc3C2=O)cc1OC	-0.3%	8%	-6%	-4%	4%	-3%	8%	-3%	0%	3
45	CCOc1ccc(NC(=O)CSc2nc3cccnc3n2CC)cc1	-0.1%	2%	-1%	?	-34%	-7%	0%	11%	2%	1
46	CC(=O)Nc1cccc2c1OCCO2	-0.1%	4%	6%	-3%	8%	1%	-13%	-7%	4%	-2
47	O=C(c1ccccc1)c1ccc(Cn2cc(CCCO)nn2)cc1	-0.5%	17%	/	5%	0%	-1%	9%	1%	3%	-1
48	CC(=O)Nc1cccc(C(=O)Nc2ccc(S(=O)(=O)N3CCCCC3)cc2)c1	-0.1%	8%	-1%	5%	-33%	-7%	-17%	-5%	/	?
49	COc1ccc(Cn2cnc3c(NS(C)(=O)=O)c(C)c(C)cc32)cc1	0.0%	-5%	-4%	?	-27%	-5%	-3%	-2%	15%	4
50	CC(c1ccccc1)n1c(-c2ccccc2F)n[nH]c1=S (configuration not stated)	-0.3%	22%	14%	-11%	-2%	0%	-23%	4%	-17%	2

Screening results as filed in PubChem.
